Source: PubChem BioAssay (University of Kansas High Throughput Screening Laboratory)
Pf apPOL block = Pf-apPOL DNA polymerase inhibition; inhibition, % at 10 µM; AID 1794808; Recombinant Pf-apPOL, molecular beacon fluorescence, 1.5 h; actives 0.25% (n = 210,000)
mHTT-CaM PPI inh = inhibitors of human mutant huntingtin-calmodulin interaction; P42858; actives 3.6% (n = 190,000); AlphaScreen His-mHTT/GST-CaM binding, luminescence; inhibition, % at 15 µM;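 further: 0% = both proteins with DMSO and 100% = one protein alone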
Active calls of the source: *; . = no result given; & = joins results of further samples. No stated cut-off is given here; in the data, active means inhibition above about 50%; inactive means the rest.

The first 2 entries as a preview:
1. COc1ccc(NC(=O)c2cncc(Br)c2)cc1Cl
2. COCC(=O)N1CCC2(C1)NCc1ccccc1NC2=NC(C)(C)C (stereo not drawn)
Screen / compound no.	1	2
Pf apPOL block	6	-10
mHTT-CaM PPI inh	0	3

This part in full, repeating the preview:
1. COc1ccc(NC(=O)c2cncc(Br)c2)cc1Cl
2. COCC(=O)N1CCC2(C1)NCc1ccccc1NC2=NC(C)(C)C (stereo not drawn)
3. COc1ccc(N2CCOCC2)cc1
4. CC1(C)CC(=O)C(c2nc3ccc(C(=O)O)cc3[nH]2)=C(O)C1
5. COc1ccc(NC(=O)C2CCCN(c3cc(=O)n(C)c(=O)n3C)C2)cc1OC (stereo not drawn)
6. CCN1CCCC1CNC(=O)C1c2cc(OC)c(OC)cc2C(=O)N(C)C1c1cccs1 (stereo not drawn)
7. CC(=O)NC1=NN(C(C)=O)C(c2ccc(Br)s2)S1 (stereo not drawn)
8. COc1cc(C(=O)Nc2ccc(F)cc2)nc2c(OC)cccc12
Screen / compound no.	1	2	3	4	5	6	7	8
Pf apPOL block	6	-10	-2	-14	-3	-5	.	-2
mHTT-CaM PPI inh	0	3	-3	0	-7	-5	-4	0

9. O=[N+]([O-])c1cccc(C=Nc2ccc(I)cc2)c1
10. Cn1nc(-c2nc(C3CC3)no2)c2c1CCN(C(=O)c1cccc(C(F)(F)F)c1)C2
11. CC(C)(C)SCCNC(=S)NCCO
12. CN1CCc2c(sc3nc(NC(=O)c4ccc(OC(F)(F)F)cc4)sc(=O)c23)C1
13. Oc1c(Cl)cc(Cl)cc1C=Nc1ccc2oc(-c3cccnc3)nc2c1
14. CCN(Cc1ccccc1)S(=O)(=O)c1ccc([N+](=O)[O-])cc1
15. CCCn1cc2c(c1-c1ccc(OC)cc1)c(=O)n(C)c(=O)n2C
16. Cc1nc(N2CCOCC2)c2c(C)c(C(=O)Nc3c(C)cc(Br)cc3C)sc2n1
Screen / compound no.	9	10	11	12	13	14	15	16
Pf apPOL block	-6	-4	-6	-9	-3	-2	-8	-9
mHTT-CaM PPI inh	-5	-7	.	.	-5	9	9	23

17. Cc1cccc(NC(=O)C2Oc3ccccc3NC2=O)c1C (stereo not drawn)
18. Cc1oc(C2CCN(S(=O)(=O)c3cccc(Cl)c3)CC2)nc1C(=O)N(C)C
19. COc1ccc(C2(CNC(=O)c3ccccc3Cl)CCOCC2)cc1
20. O=C(NCc1ccc(F)cc1F)C1CC(=O)N(c2ccc3c(c2)CCN3C(=O)C2CC2)C1 (stereo not drawn)
21. CCc1ccccc1NC(=O)c1cnn2c1NC(c1cccc(OC)c1)CC2C(F)(F)F (stereo not drawn)
22. CC(C)Nc1ccc(-c2nc(-c3cccc(F)c3)no2)cn1
23. Cc1ccc(C(=O)Nc2nnc(CCS(=O)(=O)c3ccc(Cl)cc3)s2)cc1
24. O=C(Nc1ccc([N+](=O)[O-])cc1)C1CC1c1ccccc1 (stereo not drawn)
Screen / compound no.	17	18	19	20	21	22	23	24
Pf apPOL block	-6	-2	11	-3	-4	-2	-1	-4
mHTT-CaM PPI inh	-1	-6	-1	1	-4	-9	-4	3

25. CS(=O)(=O)N(Cc1ccccc1Cl)c1ccc(C(N)=O)cc1
26. CC(C)Oc1ccccc1NC(=O)c1ccc(Cl)cc1Cl
27. Cc1ccc(CNC(=O)O[C@@H]2C[C@H]3C[C@@H]2[C@H]2CCCCN2C3=O)cc1
28. COc1cccc(CN2CCc3c(cc(C(=O)N4CCN(C)CC4)n3C)C2)c1
29. CCCCOC(=O)Nc1nnc(-c2ccco2)s1
30. CC(=O)N[C@H]1[C@H]([C@H](O)[C@H](O)CO)OC(C(=O)O)=C[C@@H]1N=C(N)N
31. O=C(C1CCN(c2cc(N3CCCCC3)ncn2)CC1)N1CCSCC1
32. COc1ccc(OC)c(OCCOCCOc2cc(OC)ccc2OC)c1
Screen / compound no.	25	26	27	28	29	30	31	32
Pf apPOL block	-4	-3	-11	-1	-6	15	-2	7
mHTT-CaM PPI inh	-5	-77	-12	28	-3	.	-8	.

Reformatted: results already given.
| No. | SMILES | Pf apPOL block | mHTT-CaM PPI inh |
| --- | --- | --- | --- |
| 29 | CCCCOC(=O)Nc1nnc(-c2ccco2)s1 | -6 | -3 |
| 28 | COc1cccc(CN2CCc3c(cc(C(=O)N4CCN(C)CC4)n3C)C2)c1 | -1 | 28 |
| 25 | CS(=O)(=O)N(Cc1ccccc1Cl)c1ccc(C(N)=O)cc1 | -4 | -5 |

(more compounds)
33. O=[N+]([O-])c1ccc(C(CN2CCCCC2)=NO)cc1
34. N=C1S/C(=C\c2cccc(F)c2)C(=O)N1c1ccc2c(c1)OCO2
35. Cc1nc2c(c(=O)n1CC(=O)Nc1ccc(Cl)cc1)CCN(Cc1ccccc1)C2
36. O=C(c1nc(-c2cccc(F)c2)n2c1CCCCC2)N1CCC2(CC1)OCCO2
37. CN1CCCN(Cc2ccc(N(C)C)cc2)CC1
38. Cc1cccc(C)c1NC(=O)COc1ccc(Cl)cc1
39. CCOC(=O)CCC(=O)Nc1nnc(-c2cc(C)oc2C)o1
40. O=C1CNC(=S)N1CCc1ccccc1
Screen / compound no.	33	34	35	36	37	38	39	40
Pf apPOL block	-3	-2	-3	0	-3	-5	-6	-1&14
mHTT-CaM PPI inh	.	2	4	16	7	0	34	.

41. CCn1nccc1C(=O)N1CCC(n2c(-c3ccco3)nc3cccnc32)C1 (stereo not drawn)
42. O=C(c1cc2c(s1)CN(C1CCCC1)C2)N1CCc2ccccc2C1
43. O=C(O)C1CC(=O)N(c2ccc(Br)cc2)C1 (stereo not drawn)
44. O=C1C(=O)N(CC2CCCO2)C(c2ccc([N+](=O)[O-])cc2)C1=C(O)c1ccccc1 (stereo not drawn)
45. CCOc1ccc(CNC(=O)CC2CCN(S(=O)(=O)c3cccs3)CC2)cc1
46. COc1ccc(OC(=O)c2csc(COc3ccc4nonc4c3)n2)cc1
47. C=CCn1c(=S)sc2c(Sc3nnc(-c4ccccc4)n3-c3ccccc3)ncnc21
48. O=C(NCC1CCCO1)c1ccc(S(=O)(=O)c2ccccc2Cl)c([N+](=O)[O-])c1 (stereo not drawn)
Screen / compound no.	41	42	43	44	45	46	47	48
Pf apPOL block	-6	-5	2	-2	0	2	-5	-1
mHTT-CaM PPI inh	11	2	4	7	6	.	.	15

49. c1ccc(C2CC(c3ccco3)n3ncnc3N2)cc1 (stereo not drawn)
50. Cc1ccccc1OCC(=O)Nc1ncc(Cc2ccc(F)cc2)s1
51. O=C(NCCNc1ccc(Cl)cc1[N+](=O)[O-])c1ccccc1Br
52. N#CC1=C(N)Oc2n[nH]c(-c3ccccc3)c2C1c1ccc(Cl)c([N+](=O)[O-])c1 (stereo not drawn)
53. Cc1ccc(NC(=O)Cn2c(=O)n(-c3ccccc3)c3ncccc32)cc1C
54. Cc1cccc(C2=NN(c3ccccc3)[C@H](CO)[C@H]2c2ccc(Cl)cc2)c1
55. CC(=O)N1CCc2cc(-c3ccc(C(=O)N4CCN(C)CC4)cc3)ccc21
56. Cc1ccn(-c2ccc(C(=O)Nc3cccc(F)c3)cn2)n1
Screen / compound no.	49	50	51	52	53	54	55	56
Pf apPOL block	-2	-1	8	-14	3	-3	-3	2
mHTT-CaM PPI inh	3	2	7	31	-4	92*	7	-5

57. O=C(O)c1cccc(S(=O)(=O)c2ccc3c(c2)C(=O)N(c2cccnc2)C3=O)c1
58. Cc1nnc2c(NC(=O)c3cccc(N(C)C)c3)cccn12
59. Cc1nc2c(C(=O)N3CCCCC3)c[nH]n2c(=O)c1Cc1ccc(Cl)cc1
60. O=C(c1ccccn1)N1CCC2(C1)NCc1ccccc1NC2=NC1CCCC1 (stereo not drawn)
61. CC1=NN(c2ccc(Br)cc2)C(=O)/C1=C/c1ccc(-c2cccc([N+](=O)[O-])c2)o1
62. COc1ccc(NC(=S)NC(=O)c2c(F)cccc2F)cc1
63. O=C(Nc1ccc2[nH]c(=O)nc(-c3ccccc3)c2c1)C(F)(F)F
64. Cc1scc2nc(C(=O)NC3CC3)nc(N(C)C)c12
Screen / compound no.	57	58	59	60	61	62	63	64
Pf apPOL block	5	0	-3	-6	-8	0&-4	-2	0
mHTT-CaM PPI inh	2	-1	33	8	9	.	14	14

65. COc1ccc(C(=O)NN2CCCCC2)cc1OC
66. O=C(COc1cccc(Cl)c1)NCCc1nc2ccccc2[nH]1
67. COc1ccc(Oc2ccc3[nH]c4c(c3c2)CCCC4=NCCO)cc1
68. CC1CN(C(=O)c2ccc(C#N)cc2)CC1c1nc(-c2cccnc2)no1 (stereo not drawn)
69. COc1ccc(CNC(=O)C2CCCN(C(=O)c3cccc(C)c3)C2)c(OC)c1 (stereo not drawn)
70. COc1cc(/C=c2\sc3nc4ccccc4n3c2=O)cc(Br)c1OCC#N
71. COCC(C)(O)CNC(=O)c1nc2ccccc2s1 (stereo not drawn)
72. Cc1ccc(C2CC(=O)C3=C(C2)Nc2ccccc2NC3c2ccc(F)cc2)cc1 (stereo not drawn)
Screen / compound no.	65	66	67	68	69	70	71	72
Pf apPOL block	-2	3&-1	-3	-5	9	-1	-2	7
mHTT-CaM PPI inh	1	4&6	6	4	42	-8	-9	33

73. O=C(CCC1CCCN(C(=O)Nc2ccccc2)C1)NCc1cccc(Br)c1 (stereo not drawn)
74. CCN1C(=O)c2cccnc2Sc2cc(C(=O)Nc3ccccc3F)ccc21
75. Cc1ccccc1NC(=O)N1CCOc2ccc(Cl)cc21
76. O=C(CCc1ccc2[nH]ccc2c1)NCc1ccccc1
77. COc1ccc(C=C2Oc3cc(OCC(N)=O)cc(C)c3C2=O)c(OC)c1OC
78. COc1ccc(/C=C2\NC(=O)N(CC(=O)Nc3cccc(C)c3)C2=O)cc1Cl
79. OCCCc1nc2ccccc2n1CCCOc1ccccc1
80. O=C(Nc1nccs1)c1cn(-c2ccccc2)nc1-c1cccnc1
Screen / compound no.	73	74	75	76	77	78	79	80
Pf apPOL block	-4	0	-4	-4	0	2	-13	3
mHTT-CaM PPI inh	1	5	-4	10	-2	-4	9	11

81. O=c1cc(C(F)F)oc2ccc([N+](=O)[O-])cc12
82. COc1ccc(NC(=O)c2cnn3cccnc23)cc1Cl
83. O=C(Nc1ccccc1C(=O)Nc1nncs1)c1ccccc1
84. Cc1cccn2c(=O)c3cc(C(=O)NCC4CCCO4)c(=N)n(Cc4cccnc4)c3nc12 (stereo not drawn)
85. CCCCN(C)C(=O)c1ccc(CS(=O)(=O)Cc2ccccc2Cl)o1
86. Cc1ccc(F)c(NC(=O)C2CCN(c3cncnc3N3CCCCC3)CC2)c1
87. CC1(C)C(C=C(Cl)Cl)C1C(=O)Nc1ccc(S(=O)(=O)Nc2ncccn2)cc1 (stereo not drawn)
88. O=[N+]([O-])C(=C1SCCS1)C(=C(Cl)Cl)N1CCCCC1
Screen / compound no.	81	82	83	84	85	86	87	88
Pf apPOL block	-7	-2	-7	0	-8	-2	-2	3
mHTT-CaM PPI inh	4	6	.	-1	-2	-6	11	70*

89. Cc1cc(C)cc(NC(=O)Cn2ccc3ccn(C)c3c2=O)c1
90. COc1ccccc1CCNC(=O)/C(=C/c1cccnc1)NC(=O)c1ccccc1
91. C#CCN(C)Cc1ccccc1
92. Cc1ccc2nsnc2c1S(=O)(=O)Nc1ccc(Br)cc1
93. Cc1ccc(NC(=O)CN2CCC(c3nc(-c4cccc(F)c4)no3)CC2)c(F)c1
94. COc1cccc(OC)c1C(=O)N1CCN(C(=O)CC(C)C)CC1
95. Cc1cc(C)cc(OCCNC(=O)COc2ccc3c(c2)OCO3)c1
96. Cc1cc(=O)[nH]c(-n2nc(C)cc2NC(=O)C(=O)NCc2cccs2)n1
97. O=C(O)c1ccc(N=Cc2cccc([N+](=O)[O-])c2O)cc1
98. N#Cc1ccc(-c2cccs2)nc1SCc1ccncc1
Screen / compound no.	89	90	91	92	93	94	95	96	97	98
Pf apPOL block	7	-8	-10	-1	-6	-8	2	-13	-3	-1
mHTT-CaM PPI inh	7	-2	.	26	-14	-4	30	10	7	5

Part of the list above in another layout.
entry | Structure | Pf apPOL block | mHTT-CaM PPI inh
92 | Cc1ccc2nsnc2c1S(=O)(=O)Nc1ccc(Br)cc1 | -1 | 26
93 | Cc1ccc(NC(=O)CN2CCC(c3nc(-c4cccc(F)c4)no3)CC2)c(F)c1 | -6 | -14
94 | COc1cccc(OC)c1C(=O)N1CCN(C(=O)CC(C)C)CC1 | -8 | -4
